Growth percent in the NCI-60 one-dose screen (48 h, 10 µM unless noted): 100 = growth as untreated, 0 = no growth, -100 = all killed.
LOX IMVI: LOX IMVI melanoma | 7.4% of 79,000 active | AID 1794757
HS 578T: HS 578T breast cancer | 4.1% of 78,000 active | AID 1794788
SK-MEL-5: SK-MEL-5 melanoma; 6.4% of 80,000 active
UACC-257: UACC-257 melanoma; 4.4% of 78,000 active
MALME-3M: MALME-3M melanoma; 5.8% of 78,000 active
SK-MEL-2: SK-MEL-2 melanoma; AID 1794763; 4.7% of 77,000 active
SK-MEL-28: SK-MEL-28 melanoma; 4.1% of 81,000 active; AID 1794761
UACC-62: UACC-62 melanoma | 5.4% of 81,000 active
Starred values were filed as active, the others as inactive; & = joins results of further samples. The calls were made as follows: active = growth percent below 10; inactive = the rest.

A first look (6 entries):
For O=C1c2ccccc2OC=C(c2ccccc2)N1CCCCNc1ccc(F)cc1 the results were LOX IMVI 86.1, HS 578T 94.7, SK-MEL-5 94.3, UACC-257 83.6, MALME-3M 82.3, SK-MEL-2 89.2, SK-MEL-28 103.6 and UACC-62 76.3.
For O=C(COc1cccc(/C=C2/Oc3ccccc3C2=O)c1)Nc1nccs1 the results were LOX IMVI 65.4, HS 578T 88.6, SK-MEL-5 78.8, UACC-257 89.4, MALME-3M -71.0*, SK-MEL-2 -32.2*, SK-MEL-28 123.8 and UACC-62 82.9.
`Nc1c(C(=O)Nc2ccc(Cl)cc2)sc2nc3c(cc12)C(=O)CCC3` gave LOX IMVI 105.7, HS 578T 105.0, SK-MEL-5 99.6, UACC-257 94.0, MALME-3M 111.4, SK-MEL-2 92.1, SK-MEL-28 99.1 and UACC-62 99.9.
For CC(=O)c1sc(NC(=O)Nc2ccc(C)cc2C)nc1C the results were LOX IMVI 70.5, HS 578T 77.3, SK-MEL-5 54.4, UACC-257 79.6, MALME-3M 70.3, SK-MEL-2 73.8, SK-MEL-28 87.0 and UACC-62 77.4.
`COc1ccc(NS(=O)(=O)c2ccc(-c3cnc(C4CC4)o3)cc2)cc1` gave LOX IMVI 50.8, HS 578T 42.4, SK-MEL-5 51.3, UACC-257 72.5, MALME-3M 58.3, SK-MEL-2 46.6, SK-MEL-28 66.3 and UACC-62 49.4.
For O=C(CSc1oc(-c2ccccc2)nc1S(=O)(=O)c1ccc(Br)cc1)Nc1ccc(F)cc1 the results were LOX IMVI 63.0, HS 578T 30.6, SK-MEL-5 65.2, UACC-257 71.4, MALME-3M 49.1, SK-MEL-2 108.7, SK-MEL-28 72.1 and UACC-62 63.0.

The whole of this part (from the top)
For O=C1c2ccccc2OC=C(c2ccccc2)N1CCCCNc1ccc(F)cc1 the results were LOX IMVI 86.1, HS 578T 94.7, SK-MEL-5 94.3, UACC-257 83.6, MALME-3M 82.3, SK-MEL-2 89.2, SK-MEL-28 103.6 and UACC-62 76.3.
For O=C(COc1cccc(/C=C2/Oc3ccccc3C2=O)c1)Nc1nccs1 the results were LOX IMVI 65.4, HS 578T 88.6, SK-MEL-5 78.8, UACC-257 89.4, MALME-3M -71.0*, SK-MEL-2 -32.2*, SK-MEL-28 123.8 and UACC-62 82.9.
`Nc1c(C(=O)Nc2ccc(Cl)cc2)sc2nc3c(cc12)C(=O)CCC3` gave LOX IMVI 105.7, HS 578T 105.0, SK-MEL-5 99.6, UACC-257 94.0, MALME-3M 111.4, SK-MEL-2 92.1, SK-MEL-28 99.1 and UACC-62 99.9.
For CC(=O)c1sc(NC(=O)Nc2ccc(C)cc2C)nc1C the results were LOX IMVI 70.5, HS 578T 77.3, SK-MEL-5 54.4, UACC-257 79.6, MALME-3M 70.3, SK-MEL-2 73.8, SK-MEL-28 87.0 and UACC-62 77.4.
`COc1ccc(NS(=O)(=O)c2ccc(-c3cnc(C4CC4)o3)cc2)cc1` gave LOX IMVI 50.8, HS 578T 42.4, SK-MEL-5 51.3, UACC-257 72.5, MALME-3M 58.3, SK-MEL-2 46.6, SK-MEL-28 66.3 and UACC-62 49.4.
For O=C(CSc1oc(-c2ccccc2)nc1S(=O)(=O)c1ccc(Br)cc1)Nc1ccc(F)cc1 the results were LOX IMVI 63.0, HS 578T 30.6, SK-MEL-5 65.2, UACC-257 71.4, MALME-3M 49.1, SK-MEL-2 108.7, SK-MEL-28 72.1 and UACC-62 63.0.
`Cc1nn(-c2ccc(F)cc2)c2nc(-c3ccc([N+](=O)[O-])cc3)[nH]c(=O)c12` gave LOX IMVI 95.6, HS 578T 97.9, SK-MEL-5 93.0, UACC-257 106.4, MALME-3M 115.4, SK-MEL-2 114.4, SK-MEL-28 113.1 and UACC-62 90.1.
C[N+](C)(CCCCCC[N+](C)(C)CC(=O)NC(N)=O)CC(=O)NC(N)=O was read as LOX IMVI 100.6, HS 578T 113.5, SK-MEL-5 100.1, UACC-257 106.7, MALME-3M 84.4, SK-MEL-2 82.4, SK-MEL-28 101.4 and UACC-62 99.9.
O=c1c2cc(F)ccc2sc2c(NCCCN3CCOCC3)nc3ccccc3c12 was read as LOX IMVI 91.9, HS 578T 102.0, SK-MEL-5 97.2, UACC-257 105.0, MALME-3M 103.9, SK-MEL-2 110.3, SK-MEL-28 113.3 and UACC-62 101.4.
`O=C(Nc1ccc(NC(=O)c2cc(S(=O)(=O)Nc3ccc(C(F)(F)F)cc3)c(O)c(O)c2O)cc1)c1cc(S(=O)(=O)Nc2ccc(C(F)(F)F)cc2)c(O)c(O)c1O` gave LOX IMVI 98.1, HS 578T 98.6, SK-MEL-5 105.0, UACC-257 99.1, MALME-3M 107.2, SK-MEL-2 101.6, SK-MEL-28 108.1 and UACC-62 103.1.
For Cc1ccc(NC(=S)S)cc1 the results were LOX IMVI 86.5, HS 578T 98.2, SK-MEL-5 113.1, MALME-3M 102.2, SK-MEL-2 99.1, SK-MEL-28 106.5 and UACC-62 88.7.
Screening CCOC(=O)C1O[N+]([O-])=C(c2ccc(OC)cc2)C1c1ccc(Cl)cc1 (configuration not stated) returned LOX IMVI 98.7, HS 578T 95.0, UACC-257 110.3, MALME-3M 100.3, SK-MEL-2 110.8, SK-MEL-28 109.5 and UACC-62 98.1.
For O=C(N/N=C/c1ccc(F)cc1)c1ccccc1Nc1ccnc(C(F)(F)F)c1 the results were LOX IMVI 93.7, HS 578T 108.6, SK-MEL-5 97.8, UACC-257 103.9, MALME-3M 96.1, SK-MEL-2 82.7, SK-MEL-28 109.7 and UACC-62 82.6.
`COc1ccccc1NC(=S)N(C)C` gave LOX IMVI 111.3, HS 578T 94.8, SK-MEL-5 98.1, MALME-3M 101.8, SK-MEL-2 108.9, SK-MEL-28 99.8 and UACC-62 93.3.
Screening Cn1c(=O)c2c(ncn2C)n(C)c1=O returned LOX IMVI 76.2&106.3, HS 578T 114.4&119.9, SK-MEL-5 116.5, UACC-257 127.5&91.7, MALME-3M 106.8&99.3, SK-MEL-2 103.9&114.6, SK-MEL-28 115.1&113.2 and UACC-62 99.3&111.8.
For Cc1ccc2c(O)c(O)cc(NC(C)CCCN)c2n1 (configuration not stated) the results were LOX IMVI 31.2, HS 578T 80.8, SK-MEL-5 95.7, UACC-257 98.4, MALME-3M 81.6, SK-MEL-2 75.0, SK-MEL-28 130.8 and UACC-62 113.3.
Screening Cn1nc(NC(=O)C(F)(F)F)c2ncc(-c3ccc(Cl)cc3)nc21 returned LOX IMVI 88.8, HS 578T 74.4, SK-MEL-5 70.2, UACC-257 105.5, MALME-3M 109.3, SK-MEL-2 100.5, SK-MEL-28 129.3 and UACC-62 78.7.
For CCOc1nc(-c2ccccc2)cc2c(O)c(C(=O)N/N=C/c3ccncc3)[nH]c(=O)c12 the results were LOX IMVI 104.0, HS 578T 192.4, SK-MEL-5 96.9, UACC-257 15.1, SK-MEL-2 60.1, SK-MEL-28 191.9 and UACC-62 104.3.
For CCOC(=O)c1nn(CC(O)c2ccccc2)c(NC(=O)Nc2ccccc2F)c1C (configuration not stated) the results were LOX IMVI 102.6, HS 578T 94.3, SK-MEL-5 102.4, UACC-257 91.1, MALME-3M 101.4, SK-MEL-2 105.8, SK-MEL-28 98.2 and UACC-62 76.9.
Screening CC(C)(C)NC(=O)C(OC(=O)C1CCc2cc(F)ccc2O1)c1ccccc1Cl (configuration not stated) returned LOX IMVI 101.5, HS 578T 99.7, SK-MEL-5 94.5, UACC-257 106.4, MALME-3M 94.4, SK-MEL-2 102.5, SK-MEL-28 108.0 and UACC-62 87.6.
`Nc1nc(Nc2ccc(Cl)c(Cl)c2)c(N=O)c(=O)[nH]1` gave LOX IMVI 37.4, SK-MEL-5 105.2, UACC-257 71.2, MALME-3M 51.4, SK-MEL-2 75.9, SK-MEL-28 65.6 and UACC-62 49.0.
Screening Fc1ccccc1/C=C/c1nn2c(-c3cccnc3)nnc2s1 returned LOX IMVI 108.0, HS 578T 103.6, SK-MEL-5 97.2, UACC-257 99.0, MALME-3M 103.9, SK-MEL-2 114.7, SK-MEL-28 98.8 and UACC-62 94.7.
`Cc1cc(=O)oc2cc(OCC(O)CNN3C(=O)c4cccc5c(N6CCCC6)ccc(c45)C3=O)ccc12` (configuration not stated) gave LOX IMVI 79.8, HS 578T 94.0, SK-MEL-5 70.1, UACC-257 91.0, MALME-3M 115.4, SK-MEL-2 88.6, SK-MEL-28 90.1 and UACC-62 78.4.
Screening COc1cc(C#N)cc(OC)c1OCCN(CCOc1c(OC)cc(C#N)cc1OC)S(=O)(=O)c1ccc(C)cc1 returned LOX IMVI 93.1, HS 578T 99.0, SK-MEL-5 61.8, UACC-257 97.7, MALME-3M 108.3, SK-MEL-2 75.0, SK-MEL-28 118.0 and UACC-62 96.8.
For O=C(C1CCC1)N1N=C(c2ccc(-n3ccc(C(F)(F)F)n3)cc2)CC1c1ccc[nH]1 (configuration not stated) the results were LOX IMVI 92.8, HS 578T 100.5, SK-MEL-5 100.1, UACC-257 92.2, MALME-3M 98.6, SK-MEL-2 100.9, SK-MEL-28 104.5 and UACC-62 90.5.
Screening CSc1ccc(NC(=O)NN(c2ccccc2)C2CCS(=O)(=O)C2)cc1 (configuration not stated) returned LOX IMVI 97.9, HS 578T 102.4, SK-MEL-5 105.7, UACC-257 110.2, MALME-3M 120.3, SK-MEL-2 109.3, SK-MEL-28 105.5 and UACC-62 103.9.
For Cc1c(C(=O)Nc2ccc(Cl)cc2)sc(N)c1C#N the results were LOX IMVI 79.6, HS 578T 113.3, SK-MEL-5 96.4, UACC-257 103.1, MALME-3M 105.6, SK-MEL-2 89.4, SK-MEL-28 106.2 and UACC-62 82.6.
Screening O=c1oc2cc(OS(=O)(=O)c3ccc(F)cc3)ccc2c2c1CCCCCC2 returned LOX IMVI 95.0, HS 578T 86.1, SK-MEL-5 67.7, UACC-257 99.5, MALME-3M 99.6, SK-MEL-2 111.3, SK-MEL-28 98.0 and UACC-62 83.3.
For S=c1n(CN2CCCC2)nc(-c2ccccc2)n1-c1ccccc1 the results were LOX IMVI 99.5, HS 578T 128.4, SK-MEL-5 93.2, UACC-257 106.6, MALME-3M 98.4, SK-MEL-2 112.1, SK-MEL-28 105.7 and UACC-62 100.1.
For CCOC(=O)C1=C(CSC(=S)N2CCN(c3ccc(OC)cc3)CC2)N(C)C(=O)NC1c1ccccc1 (configuration not stated) the results were LOX IMVI 68.0, HS 578T 81.6, SK-MEL-5 49.2, UACC-257 96.3, MALME-3M 91.1, SK-MEL-2 70.6, SK-MEL-28 95.2 and UACC-62 58.3.
`C=C(C)[C@@H]1CC[C@]2(COP(=O)(OCC)OCC)CC[C@]3(C)[C@H](CC[C@@H]4[C@@]5(C)CCCNC(C)(C)[C@@H]5CC[C@]43C)[C@@H]12` gave LOX IMVI -87.9*, HS 578T 52.9, SK-MEL-5 37.4, UACC-257 29.1, MALME-3M -51.8*, SK-MEL-2 92.7, SK-MEL-28 -38.2* and UACC-62 80.3.
For Nc1ccc2c(c1)C(=O)CCC2 the results were LOX IMVI 97.0, HS 578T 107.1, SK-MEL-5 100.9, UACC-257 91.3, MALME-3M 104.3, SK-MEL-2 103.4, SK-MEL-28 113.6 and UACC-62 102.8.
Screening COc1cc(C2CC(c3ccc(Cl)cc3)=Nc3c(N)nc(N)nc3N2)ccc1Oc1nc(Nc2ccc(F)cc2)nc(N(C)C)n1 (configuration not stated) returned LOX IMVI 16.0, HS 578T 54.0, SK-MEL-5 17.9, UACC-257 47.9, MALME-3M 54.1, SK-MEL-2 64.1, SK-MEL-28 75.6 and UACC-62 84.4.
CCOC(=O)CSCC(=O)OCC was read as LOX IMVI 97.1, HS 578T 163.9, SK-MEL-5 102.1, UACC-257 93.0, MALME-3M 96.1, SK-MEL-2 104.0, SK-MEL-28 108.8 and UACC-62 101.0.
`Cc1ccc(-c2nn(Cc3cn(CC(=O)Nc4cc(C)nc5ccccc45)nn3)c3ncnc(N)c23)cc1` gave LOX IMVI 94.0, HS 578T 96.6, SK-MEL-5 94.2, UACC-257 91.4, MALME-3M 90.5, SK-MEL-2 108.5 and SK-MEL-28 103.9.
O=c1[nH]c(SCc2ccccc2)nc2nc(Nc3ccc(NC(=S)Nc4ccccc4)cc3)nc(-c3ccc(O)cc3O)c12 was read as LOX IMVI 98.0, HS 578T 106.6, SK-MEL-5 101.3, UACC-257 108.6, MALME-3M 75.0, SK-MEL-2 87.8, SK-MEL-28 94.3 and UACC-62 87.9.
`CC1(C)CC[C@]2(CO)CC[C@]3(C)C(=CC[C@@H]4[C@@]5(C)C/C(=C/c6cccnc6)[C@H](O)C(C)(C)[C@@H]5CC[C@]43C)[C@@H]2C1` gave LOX IMVI 92.7, HS 578T 100.3, SK-MEL-5 86.7, UACC-257 109.1, MALME-3M 100.8, SK-MEL-2 89.3, SK-MEL-28 101.2 and UACC-62 83.7.
For O=C(N=Nc1c(O)[nH]c2ccc(Br)cc12)c1cc(-c2ccccc2)on1 the results were LOX IMVI 94.8, HS 578T 99.1, SK-MEL-5 99.9, UACC-257 109.8, MALME-3M 89.5, SK-MEL-2 95.6, SK-MEL-28 105.6 and UACC-62 103.1.
`COc1ccc2c(c1)c(CC(=O)[Se]CC(=O)O)c(C)n2C(=O)c1ccc(Cl)cc1` gave LOX IMVI 72.1, HS 578T 85.8, SK-MEL-5 56.7, UACC-257 109.6, MALME-3M 112.0, SK-MEL-2 101.7, SK-MEL-28 90.3 and UACC-62 63.6.
O=C(Nc1ccc(Cl)cc1)OCCSc1nc2ccccc2s1 was read as LOX IMVI 99.1, HS 578T 113.1, SK-MEL-5 97.4, UACC-257 96.4, MALME-3M 102.5, SK-MEL-28 98.6 and UACC-62 97.8.
`O=C(Nc1ccc(OCc2ccc(Br)cc2)cc1)c1ccc2nc(NC(=O)c3ccc(NCCc4ccccc4)c([N+](=O)[O-])c3)sc2c1` gave LOX IMVI 100.8, HS 578T 97.4, SK-MEL-5 96.3, UACC-257 99.4, MALME-3M 92.9, SK-MEL-2 97.3, SK-MEL-28 112.2 and UACC-62 94.5.

Compound activity from PubChem.
